Bioassay records deposited in PubChem BioAssay by several laboratories.
Keap1-Nrf2 PPI: Keap1-Nrf2 protein-protein interaction inhibitors, primary screen, biochemical, fluorescence polarization, single point; Kelch-like ECH-associated protein 1 (Homo sapiens), Q14145; Keap1 Kelch-Nrf2 peptide fluorescence polarization, 1536-well; inhibition, % at 9.4 µM; 0.15% of 340,000 active; in the data active = inhibition above about 12%;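 note: human Keap1 Kelch domain with fluorescein labeled Nrf2 9mer peptide probe; 0% = neutral control wells and 100% = peptide positive control; higher means more block of Keap1 binding to Nrf2 peptide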
DSG3 Ab inh: inhibitors of pemphigus antibody binding to DSG3, primary screen, biochemical, bead-based, flow cytometry, scFv-GFP | Desmoglein-3 (Homo sapiens), P32926 | DSG3-coupled beads, scFv-anti-DSG3-GFP binding; hits give low values | binding (percent of control), % at 10 µM | 0.48% of 310,000 active | AID 588358, 2011;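 active = binding more than 3 SD below its plate's average and above zero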;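 note: hits lower antibody fragment binding to DSG3; some compounds called inactive have numbers as strong as hits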
MOR-DOR inv ag: inverse agonists of MOR-DOR heterodimerization, primary screen, cell-based, luminescence; Mu-type opioid receptor (Homo sapiens) + Delta-type opioid receptor (Homo sapiens), …; cell-based MOR-DOR heterodimer luminescence, inverse agonism; inhibition, % at 9.3 µM; 0.21% of 340,000 active; AID 504357, 2011; in the data active = inhibition above about 22%, passing the limit was not always enough;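 note: 0% = cells with DMSO and 100% = wells without cells with DMSO; values of inactives mirror those of a sister screen read the other way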
Target sequence (P35372 whole entry, looked up): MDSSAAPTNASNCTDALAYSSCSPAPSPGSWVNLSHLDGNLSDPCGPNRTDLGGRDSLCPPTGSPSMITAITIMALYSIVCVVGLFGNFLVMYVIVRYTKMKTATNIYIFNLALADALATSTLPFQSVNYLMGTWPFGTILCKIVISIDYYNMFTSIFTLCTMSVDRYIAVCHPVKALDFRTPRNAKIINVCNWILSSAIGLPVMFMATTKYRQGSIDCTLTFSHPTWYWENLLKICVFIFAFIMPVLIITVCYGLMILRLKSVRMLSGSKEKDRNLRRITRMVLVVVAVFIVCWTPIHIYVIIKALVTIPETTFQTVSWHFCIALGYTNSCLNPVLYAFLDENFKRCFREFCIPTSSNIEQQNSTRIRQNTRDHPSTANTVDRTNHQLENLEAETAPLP
Target sequence (P41143 whole entry, looked up): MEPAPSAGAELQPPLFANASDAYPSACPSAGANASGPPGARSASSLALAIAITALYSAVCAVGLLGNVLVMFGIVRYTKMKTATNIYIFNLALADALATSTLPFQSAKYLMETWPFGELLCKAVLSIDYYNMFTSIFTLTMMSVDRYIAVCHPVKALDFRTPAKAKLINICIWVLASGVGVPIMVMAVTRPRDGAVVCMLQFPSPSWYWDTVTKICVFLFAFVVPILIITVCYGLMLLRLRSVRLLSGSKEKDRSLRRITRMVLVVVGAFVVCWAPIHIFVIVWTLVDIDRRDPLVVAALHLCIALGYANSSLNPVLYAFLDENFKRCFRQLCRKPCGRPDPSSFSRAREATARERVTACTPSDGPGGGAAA
Cardiac RTF inh: cardiac RTF calcium sensitivity inhibitors, primary screen, biochemical, IANBD-TnC fluorescence, EC70 calcium. 0.12% of 340,000 active. IANBD-labeled cardiac RTF, Ca2+ fluorescence. Troponin I, cardiac muscle (Homo sapiens) + Troponin T, cardiac muscle (Homo sapiens) + …. inhibition, % at 7.15 µM;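 active = inhibition above the mean inhibition of all tested compounds plus 3 SD, cut at about 17% in these data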;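 note: assay run at fixed EC70 calcium of 1.6 mM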
Wnt act: Wnt/beta-catenin pathway activators, primary screen, cell-based, plate reader, single point | Wnt/beta-catenin reporter cell assay, activator | 1.2% of 300,000 active | AID 743398, 2014 | activation, % at 9.35 µM; in the data active = activation above about 30%, passing the limit was not always enough;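 note: 0% = neutral control wells and 100% = positive control wells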
cardiac RTF act: cardiac RTF calcium sensitivity activators, primary screen, biochemical, IANBD-TnC fluorescence, EC20 calcium | 0.24% of 340,000 active | IANBD-labeled TnC RTF fluorescence at EC20 calcium; 0% EC20 calcium, 100% full calcium | AID 493008, 2010 | activation, % at 7.2 µM | Troponin I, cardiac muscle (Homo sapiens) + Troponin T, cardiac muscle (Homo sapiens) + …;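 active = activation above the mean over all tested compounds plus 3 SD, cut at about 30% in these data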;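 note: rise in fluorescence read as greater calcium sensitivity of cardiac thin filaments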
C-LANA FP: inhibitors of KSHV C-LANA binding to DNA, primary screen, biochemical, fluorescence polarization, FAM-LBS DNA, MBP-C-LANA, single point. inhibition, % at 9 µM. 0.078% of 340,000 active. Kaposi's sarcoma herpesvirus LANA C-terminal domain (residues 932-1162) DNA binding;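 active = highest replicate inhibition at or above 60% at 9 µM, even if other replicates fall short; inactive = all replicates below 60% inhibition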;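 note: 0% = neutral control wells and 100% = 4 µM acridine orange control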
Arrestin-AP2 inh: inhibitors of beta-arrestin/AP2 binding, primary screen, biochemical, GPCR trafficking, flow cytometry. beta-arrestin 1 C-terminal peptide binding to AP2 beta2-adaptin appendage (human). FITC-arrestin peptide / GST-AP2 beads; AP2 beta2 appendage carries R879A mutation. inhibition, % at 10 µM. 0.31% of 340,000 active. AID 504490, 2011;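 active = inhibition above a set limit, near 3 SD of compounds lacking own fluorescence, cut at about 54% in these data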;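 note: plate controls were DMSO wells for no effect and 5 µM unlabelled arrestin peptide for full effect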
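Assay system: GST-AP2 R879A bound to glutathione beads, E. coli-expressed; Medium: PBS with 0.05% Tween 20 and 0.1% BSA; Also added: fluorescein-tagged arrestin peptide at 50 nM final; Timing: 12 min plus 1 h, RT; Measured by: flow cytometry, FL1 (488/535 nm); Evaluation: percent drop in bead-associated FITC signal.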
V-ATPase pHluor: regulators of yeast V-ATPase proton pumping, primary screen, pHLuorin cytosolic pH fluorescence. AID 504577, 2011. 0.37% of 350,000 active. S. cerevisiae. response, % at 10 µM; in the data active = response mostly above about 7.3%, no sharp cut-off; inactive = mostly below about 5.4%; note: actives read high; inactives centre near 0; some compounds called inactive have numbers as strong as hits; reference of the scale not given here
OPRM1-OPRD1 ag: agonists of OPRM1-OPRD1 heterodimerization, primary screen, cell-based, luminescence | activation, % at 9.3 µM | 0.3% of 340,000 active | Mu-type opioid receptor (Homo sapiens) + Delta-type opioid receptor (Homo sapiens), … | cells; in the data active = activation above about 18%;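 note: 0% = vehicle-treated cells and 100% = reference agonist; values of inactives mirror those of a sister screen read the other way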
The depositor's hits bear a star; · = no result given.

canonical_smiles	MOR-DOR inv ag	Wnt act	Keap1-Nrf2 PPI	Cardiac RTF inh	OPRM1-OPRD1 ag	DSG3 Ab inh	V-ATPase pHluor	cardiac RTF act	C-LANA FP	Arrestin-AP2 inh
CCCC(=O)C1=C(O)C(C(=O)OC)C(C)(C)CC1=N (centres undefined)	5	-2	-1	-5	-1.2	·	-2	-3	0.5	5
COc1cccc(OC(=O)c2cc3ccccc3oc2=O)c1	-1	11	-3	-2	0.2	107	0	10	-1.1	-11
CCOc1cc(/C=C2\NC(=O)NC2=O)ccc1OC(C)C(=O)O (centres undefined)	19	0	-4	-4	-3.8	123	-5	-1	-5.1	5
CCN(C[C@H]1N[C@@](C)(C(=O)OC)[C@H]2C(=O)N(C)C(=O)[C@@H]12)S(=O)(=O)c1ccccc1	6	0	-3	-6	-1.2	100	2	2	-2.8	6
COc1ccc(CNC(=O)c2cnn3c(C(F)F)cc(C)nc23)cc1	21	·	-3	-2	-3.7	106	4	6	-0.6	6
O=S(=O)(Cc1ccco1)Cc1nc(-c2ccc(Cl)cc2)cs1	·	2	·	·	·	96	-82	·	·	28
Cc1nnc(SCC(=O)NC(=O)NC(C)C)s1	3	0	-5	5	-0.5	98	-2	-3	-0.1	1
O=C(NCc1cccnc1)c1ccccc1NS(=O)(=O)c1ccc(F)cc1F	12	0	-3	5	-2.2	84	5	3	-0.3	-12
O=C(Cn1cnc2c(nnn2-c2ccccc2)c1=O)N1CCC(Cc2ccccc2)CC1	-13	-5	1	-9	2.2	106	-4	3	-0.5	-3
C=CCn1c(SC2CCOC2=O)nc2scc(C3CC3)c2c1=O (centres undefined)	15	-4	-2	-1	-2.9	100	-1	5	0.4	1
CCOc1ccc(-c2nnc(SCC(=O)NC(C)(C)C)nc2-c2ccc(OCC)c(OC)c2)cc1OC	14	0	-1	0	-3.1	96	-2	-2	-1.3	-19
CCCS(=O)(=O)NCCc1cc2ccc(C)cc2[nH]c1=O	7	·	-4	-5	-1.2	97	-2	3	-0.8	7
Cc1ccc(S(=O)(=O)N(C)c2ccc(OCC(=O)Nc3nc4c(ccc5ccccc54)s3)cc2)cc1	-1	5	-4	-5	0.2	86	0	-2	-1.2	4
COc1ccc(NS(=O)(=O)c2ccc3oc(=S)[nH]c3c2)cc1	-6	-3	-3	-5	1.1	103	-1	3	-1.0	1
NC(=O)C1CC=CCC1C(=O)OCC(Cl)=C(Cl)Cl (centres undefined)	3	-4	-1	0	-0.6	103	2	0	1.0	4
O=C(NC1CCN(C(=O)c2ccccc2Br)CC1)c1ccccc1	11	-5	-7	-8	-2.4	103	1	0	-2.3	3
C=CCNC(=O)C(=O)NCCCN1CCOCC1	4	-1	-3	-10	-0.9	98	4	-1	0.0	21
CC(=O)NC(CCS(C)(=O)=O)C(=O)Nc1ccccc1C (centres undefined)	12	·	1	-2	-2.1	122	-4	-4	0.7	6
O=C(CN(CCc1ccccc1)C(=O)Cn1nnc(-c2cccs2)n1)NCc1ccco1	9	5	-4	-7	-1.7	89	-2	8	0.8	4
CC1CN(C2CCN(S(=O)(=O)c3ccc4ccccc4c3)CC2)CC(C)O1 (centres undefined)	12	-5	-5	1	-2.4	96	0	2	-1.2	-1
Cc1ccc(N2CCN(c3ncccc3[N+](=O)[O-])CC2)c(C)c1	3	2	-2	-3	-0.6	93	0	-3	0.9	5
O=S(=O)(c1cccs1)N1CCN(c2ccc(F)cc2)CC1	-16	-1	-3	-10	2.0	115	-3	3	1.3	28
O=C(COc1ccc2c(c1)oc(=O)c1ccccc12)NCCN1CCOCC1	12	1	-1	-9	-2.3	100	-4	2	-1.6	-1
COc1ccc(S(=O)(=O)N2CCN(c3ccccn3)CC2)c(OC)c1	8	2	0	-1	-1.4	111	2	3	0.9	34
N#C/C(=C\c1ccc(O)c(O)c1)C(=O)c1ccc(O)c(O)c1	4	-3	-23	2	-0.7	111	1	-11	69*	6
CCO[C@H]1OC(C(=O)NCc2ccccc2)=C[C@@H](c2ccc3c(c2)OCO3)[C@@H]1CCCO	-19	-2	-9	-8	3.5	103	2	2	-0.1	-9
Cc1cc(C)cc(N(CC(=O)Nc2ccc(C)cc2Cl)S(=O)(=O)c2c(C)[nH]c(=O)[nH]c2=O)c1	6	0	4	-4	-1.2	101	-1	-2	0.6	33
O=c1oc2cc(O)ccc2cc1-c1ccc(F)cc1	-24	3	2	-6	5.7	100	3	-3	1.2	-1
O=C(CN1CCc2cc3c(cc2C1)OCCCO3)Nc1cccc([N+](=O)[O-])c1	10	-2	-4	-4	-2.0	101	-3	0	0.0	-2
O=Cc1cn[nH]c1-c1cccc([N+](=O)[O-])c1	10	-2	0	4	-1.5	106	3	-2	0.6	6
Nc1nc2n(n1)C(c1ccco1)CC(c1ccc(Cl)cc1Cl)N2 (centres undefined)	-21	0	-4	-13	4.3	·	3	11	-0.3	3
CCn1c(/C=C/c2cccc([N+](=O)[O-])c2)nc2ccccc2c1=O	3	-18	4	-19	-0.6	104	1	7	1.0	22
Cc1ccc(NC(=O)CN2C(=O)C(=O)N(C3CCCC3)C2=O)cc1Cl	-37	-4	-4	-1	9.5	102	3	3	-0.1	-1
O=C(c1cccc(C(F)(F)F)c1)N1CCN(c2cc(=O)[nH]nc2-c2ccccc2)CC1	13	-9	3	7	-2.3	93	5	-1	1.4	12
COc1ccc(NC(=O)CC2C(=O)N(C)C(=S)N2Cc2ccncc2)cc1 (centres undefined)	10	-2	-2	-11	-2.0	113	-2	2	0.7	1
CN1C[C@@H]2[C@@H]3C(=O)N(Cc4ccccc4)C(=O)[C@@H]3[C@](Cc3ccccc3)(C1=O)N2C(=O)c1ccc(Cl)c(Cl)c1	8	-1	-8	-9	-1.4	105	-2	-2	-2.0	0
O=C(CSc1ncn(-c2ccccc2)n1)N1CCN(c2ccccc2)CC1	-3	-3	3	-5	0.6	100	-5	-7	1.6	-1
COc1cccc(OCc2cc(C(=O)N3CCC(C(O)C(C)C)CC3)no2)c1 (centres undefined)	11	0	-7	-5	-2.1	101	-5	1	1.6	0
O=C(CNC(=O)c1ccccc1F)OCC(=O)c1ccc(Cl)s1	22	0	-3	-1	-3.3	105	-4	3	-0.6	-1
C=CCN1C(=O)c2ccc(C(=O)OCC(=O)Nc3ccc(S(N)(=O)=O)cc3)cc2C1=O	8	-3	2	9	-1.6	99	2	1	0.4	0
Cc1cc(OC(C)C(=O)NC2CC(C)(C)NC(C)(C)C2)c2c(C)cc(=O)oc2c1 (centres undefined)	-3	-3	2	-9	0.7	106	6	-6	0.2	33
COc1ccc(NC(=O)CSc2nc(N)c3cc4c(nc3n2)CCCC4)cc1	-13	21	-8	-1	2.1	97	-1	0	1.9	-6
CNC(=S)NC12CC3CC(CC(C3)C1)C2	-2	0	-1	-10	0.5	97	1	0	-1.6	15
CCCNCc1cc(Cl)c(OCC)c(Cl)c1	-18	-3	0	3	3.4	103	2	1	0.2	-8
Cc1ccc2nc(Cl)c(CNCc3ccccc3)cc2c1	-8	·	-5	8	1.2	102	3	4	0.0	5
CSc1ccccc1NC(=O)C1=CC(c2cccs2)=NS(=O)(=O)N1C	17	7	-2	-7	-3.1	101	3	2	1.1	1
Cc1cc(NC(=O)CN2C(=O)N(C)C3(CCCCC3)C2=O)ccc1Br	-4	1	-2	1	0.9	108	4	-1	-0.2	26
CCOC(=O)c1ccc(N2CC(O)=C(c3nc4ccccc4c(=O)[nH]3)C2=N)cc1	20	·	-1	1	-3.6	107	7	12	-1.2	-1
Cc1ccc(C)c(NC(=O)CCC(=O)N/N=C/c2cccnc2)c1	13	2	-2	7	-3.2	110	1	-5	0.1	7
c1ccc(-c2nnc(-c3ccco3)o2)cc1	5	·	1	1	-0.9	109	4	-5	0.9	0
O=C1NCC(CN(c2ccccc2)c2ccccc2)O1 (centres undefined)	10	·	-3	0	-2.0	94	6	-4	0.1	-5
Cc1ccc(C(=O)C(C)OC(=O)C2=COCCO2)cc1C (centres undefined)	-1	·	-7	-3	0.1	104	1	-6	-1.4	0
COc1ccc(CCN(C(=O)C(F)(F)F)C(C(=O)NC2CCCC2)c2cccs2)cc1OC (centres undefined)	-1	-2	-1	-5	0.2	101	-1	-3	2.1	2
CCN1CCCC1CNCC(=O)Nc1ccc(OC(F)(F)F)cc1 (centres undefined)	9	-9	1	-7	-1.7	87	-3	4	0.6	27
CC[C@H]1C=C[C@@H](C(C(=O)OC)C(=O)OC)CN1C(C)=O	10	-4	-3	-6	-2.1	103	1	3	1.5	-2
O=C1CCCN1CCC1CCCCN1Cc1nc(-c2cnccn2)no1 (centres undefined)	-7	3	-7	-21	1.5	106	4	7	-0.3	-2
O=C(CCCN1C(=O)C2CCCCN2C1=O)N1CCN(c2ccc([N+](=O)[O-])cc2)CC1 (centres undefined)	8	-1	0	-9	-1.4	107	2	2	1.0	19
Cc1ccc(Cn2c(NCCCn3ccnc3)nc3c2c(=O)n(C)c(=O)n3C)cc1	7	·	-12	-11	-1.2	104	0	10	1.5	2
CCN(CC)CCNC(=O)C1c2ccccc2C(=O)N(C)C1c1cn(C)c2ccccc12 (centres undefined)	3	·	5	-2	-0.6	97	0	2	-0.3	1
Cc1cc(NS(=O)(=O)c2ccc(Nc3nc(-c4sc(N)nc4C)cs3)cc2)no1	-4	·	-6	-1	0.7	98	1	-23	60	-11
CC(NC(=O)c1ccc2ccccc2n1)c1ccc(Br)cc1 (centres undefined)	-1	-2	1	-5	0.2	122	1	0	-1.1	22
